TRPC4 block = inhibitors of mouse TRPC4 channel, primary screen, Fluo4 calcium, HEK293 TRPC4beta/mu-opioid cells. DAMGO-evoked Fluo4 calcium flux; stronger effect = lower value. B-score at 10 µM. Short transient receptor potential channel 4 (Mus musculus), Q9QUQ5. AID 2247, 2010. actives 0.39% (n = 300,000);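 active = B-score over 3 SD under the library average, no early fluorescence shift, positive overall ratio signal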
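Test system – stable TRPC4beta/mu-opioid receptor HEK293 cells · Probe or stimulus – DAMGO, a submaximal dose followed by a maximal one · Dosing – one concentration per compound · Signal – Fluo4 calcium fluorescence by kinetic imaging, 5 s 1 Hz baseline · Evaluation – per-well B score of integrated baseline-normalized Fluo4 ratio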
RGS4 act = RGS4 potentiators or activators, primary screen, cell-based, HEK293 M3R inducible RGS4, calcium flux; carbachol calcium flux Fluo4; stronger effect = lower value; actives 0.92% (n = 310,000); B-score at 10 µM;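 active = B-score of the integrated calcium signal more than 4 SD below the library mean, with starting fluorescence not abnormally high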;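 note: negative B-score means reduced calcium response which marks RGS4 activation or potentiation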
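Assay system: Inducible-RGS4 HEK293 cells carrying M3 receptor | Schedule: Compound preincubation 20 min at room temperature before agonist | Signal: Kinetic calcium fluorescence imaging with Fluo4-AM dye, 2 µM | Read-out basis: B score from integrated fluorescence ratio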
MrgX1 agonist = agonists of human MrgX1 receptor, primary screen, HEK293 cells, Fluo-4 calcium flux | Fluo-4 calcium fluorescence, agonist mode; stronger effect = higher value | actives 0.44% (n = 310,000) | B-score at 10 µM | AID 588627, 2011 | Mas-related G-protein coupled receptor member X1 (Homo sapiens), Q96LB2;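 active = calcium response B-score plate-corrected fluorescence ratio at least 3 library SD, with starting fluorescence B-score inside 5 SD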
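Material – MrgX1-expressing HEK293 cells · Input – 15,000 cells seeded per well · Dosing – compound as first of three additions · Times – overnight seeding, then 1 h dark dye loading · Measured by – kinetic Fluo-4 NW fluorescence of intracellular calcium · Read-out – B-scored fluorescence response ratio · Benchmarks – positive and negative control wells on each plate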
Platelet DG rel = inhibitors of platelet dense granule secretion, primary screen, cell-based, MLPCN, human platelets; human platelet-rich plasma, SFLLRN dense granule ATP release, luminescence; inhibition, %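 (compounds screened at 7.5 µM in platelet-rich plasma)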; actives 0.22% (n = 300,000);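 active = mean replicate score, as percent of positive control, at or above 50; inconclusive = mean below 50 but at least one replicate at or above 50; inactive = mean and every replicate below 50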
HIF activator = HIF pathway transcriptional activators, primary screen, cell-based, U2OS HRE-luciferase, luminescence; U2OS HRE-luciferase reporter; normalized: DMSO 0%, desferrioxamine 100%; activation, % at 7.5 µM (by protocol); actives 0.32% (n = 300,000); AID 1910, 2009;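 active = mean activation of at least 10% of the iron chelator positive control signal, with at least half of replicates also reaching 10%; inconclusive = mean and replicate majority disagree about reaching 10%; inactive = mean and most replicates under 10%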
RGS4 block = RGS4 inhibitors, primary screen, cell-based, HEK293 M3R inducible RGS4, calcium flux; B-score at 10 µM; Regulator of G-protein signaling 4 (Homo sapiens), P49798; AID 463165, 2010; Fluo-4 calcium flux; stronger effect = higher value; triggered by carbachol at its EC20; actives 0.45% (n = 310,000);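 active = B-score, a plate-corrected calcium signal, over three deviations above library mean, with baseline fluorescence within five deviations of library mean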;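 note: RGS4 expression induced by doxycycline in cells with stable M3 receptor; B-score is computed from the integrated fluorescence ratio over baseline after carbachol; higher B-score means a larger calcium signal and so more RGS4 inhibition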
TRPC6 inhibitor = mouse TRPC6 channel inhibitors, primary screen, cell-based, HEK293, membrane potential dye; Short transient receptor potential channel 6 (Mus musculus), Q61143; actives 1.1% (n = 310,000); ACh-evoked depolarization; stronger effect = lower value; B-score at 10 µM;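 active = B-score under library mean minus 3 SD, initial fluorescence not abnormally high, positive integrated signal ratio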;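 note: B-score derived from integrated fluorescence ratio over the kinetic read; more negative B-score means stronger inhibition of depolarization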
Target sequence (Q61143 whole entry, looked up): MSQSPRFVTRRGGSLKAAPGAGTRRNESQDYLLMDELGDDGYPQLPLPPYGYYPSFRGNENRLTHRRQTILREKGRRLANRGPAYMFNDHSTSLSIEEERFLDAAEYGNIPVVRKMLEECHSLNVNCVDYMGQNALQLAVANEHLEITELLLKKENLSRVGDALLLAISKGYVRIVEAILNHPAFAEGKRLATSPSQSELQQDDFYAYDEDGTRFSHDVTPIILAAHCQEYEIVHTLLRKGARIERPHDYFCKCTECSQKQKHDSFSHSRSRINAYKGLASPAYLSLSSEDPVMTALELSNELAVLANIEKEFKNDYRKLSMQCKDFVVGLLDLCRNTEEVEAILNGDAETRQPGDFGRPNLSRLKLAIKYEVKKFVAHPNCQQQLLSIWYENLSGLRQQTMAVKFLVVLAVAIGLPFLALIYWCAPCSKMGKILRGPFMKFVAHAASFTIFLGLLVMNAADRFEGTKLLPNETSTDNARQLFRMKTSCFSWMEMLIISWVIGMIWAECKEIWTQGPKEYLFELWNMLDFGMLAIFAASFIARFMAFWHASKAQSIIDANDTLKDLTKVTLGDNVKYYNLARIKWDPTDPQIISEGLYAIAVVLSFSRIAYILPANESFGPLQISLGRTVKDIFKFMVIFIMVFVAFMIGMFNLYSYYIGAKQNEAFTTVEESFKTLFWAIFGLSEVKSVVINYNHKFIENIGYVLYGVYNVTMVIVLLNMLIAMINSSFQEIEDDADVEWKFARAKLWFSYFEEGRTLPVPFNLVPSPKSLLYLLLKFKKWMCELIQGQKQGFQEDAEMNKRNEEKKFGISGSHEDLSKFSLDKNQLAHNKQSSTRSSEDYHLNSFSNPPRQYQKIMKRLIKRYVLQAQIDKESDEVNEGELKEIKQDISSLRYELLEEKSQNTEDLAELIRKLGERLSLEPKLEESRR
TRPC6 act = mouse TRPC6 channel activators, primary screen, cell-based, HEK293, membrane potential dye. Short transient receptor potential channel 6 (Mus musculus), Q61143. HEK293-TRPC6 membrane potential dye fluorescence; stronger effect = higher value. B-score at 10 µM. actives 0.13% (n = 310,000);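 active = B-score of the integrated fluorescence ratio above library mean plus 3 SD, and starting fluorescence ratio within library mean plus 5 SD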;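 note: higher score means more depolarization so channel activation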
MrgX1 allo act = positive allosteric modulators of MrgX1, primary screen, HEK293 cells, Fluo-4 calcium flux | Mas-related G-protein coupled receptor member X1 (Homo sapiens), Q96LB2 | FDSS; stronger effect = higher value | B-score at 10 µM | actives 0.63% (n = 310,000) | AID 588675, 2011;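 active = plate-corrected calcium response at least 3 library SD above typical, normal starting fluorescence, not activating the receptor alone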;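 note: compound read alongside a low EC10 to EC30 dose of BAM8-22 agonist; peak minus trough fluorescence over baseline measured at the second addition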
SKKanGAS inh = S. pyogenes SKKanGAS growth inhibitors in kanamycin, primary screen, streptokinase expression inhibitor project, SKKanGAS strain, BacTiter-Glo luminescence; AID 1662, 2009; inhibition, % at 7.5 µM; 6 h; actives 1.3% (n = 300,000);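 active = mean replicate score, as percent of positive control median, at least 50; inconclusive = mean below 50 but one replicate at or above 50; inactive = mean and every replicate below 50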;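 note: strain carries kanamycin resistance gene driven by streptokinase promoter and grows in 40 µg/ml kanamycin; loss of luminescence reflects streptokinase promoter inhibition or plain growth inhibition; 0% = median of DMSO wells and 100% = positive control at its reference dose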
MrgX1 antagonist = antagonists of human MrgX1 receptor, primary screen, HEK293 cells, Fluo-4 calcium flux; actives 1.3% (n = 310,000); BAM8-22 antagonism; stronger effect = lower value; B-score at 10 µM; Mas-related G-protein coupled receptor member X1 (Homo sapiens), Q96LB2;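 active = calcium-response B-score plate-corrected more than 3 library SD below zero, starting fluorescence within 5 deviations, no agonist response on first addition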;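 note: peak minus trough fluorescence over baseline after final BAM8-22 challenge near maximal dose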
* marks the source's active call; other numbers are inactive results; i = inactive; ? = inconclusive; / = no result given. Random draw from the library. About 6.1% of those tested had a hit in this group.

SMILES	TRPC4 block	RGS4 act	MrgX1 agonist	Platelet DG rel	HIF activator	RGS4 block	TRPC6 inhibitor	TRPC6 act	MrgX1 allo act	SKKanGAS inh	MrgX1 antagonist
COc1ccc(-c2cc(C(F)(F)F)n3nc(C(=O)N4CCCC4)cc3n2)cc1	i	i	i	-4	-0.1	i	i	i	i	7	i
CCC(C)Sc1nc2c([nH]c3ccccc32)c(=O)n1C (centres undefined)	i	i	i	5	0.1	i	i	i	i	4	i
CC(NS(=O)(=O)c1ccc(F)cc1)C(c1cccs1)N1CCN(C)CC1 (centres undefined)	i	i	i	-1	-0.4	i	i	i	i	-1	i
COc1ccc(N2CC(NC(=O)N3CCc4ccccc43)CC2=O)cc1OC (centres undefined)	i	i	i	0	-0.3	i	i	i	i	-12	i
COc1cccc(NC(=O)N2CCN(c3cccc(C)c3C)CC2)c1	i	i	i	-5	1.7	i	i	i	i	0	i
CCCC(=O)N1CCC(Cc2ccccc2)CC1	i	i	i	5	-2.1	i	i	i	i	0	i
O=C1N/C(=N\N=C\c2cccnc2)SC1Cc1ccc(SC(F)F)cc1 (centres undefined)	i	i	i	10	7.4	i	i	i	i	93*	i
Cc1ccc(C(=O)N2CCN(c3ccc([N+](=O)[O-])cc3)CC2)o1	i	i	i	5	0.9	i	i	i	i	-6	i
O=c1[nH][nH]c(-c2ccccc2)c1C=Nc1cccc(Cl)c1	i	i	i	-3	2.5	i	i	i	i	3	i
O=C(CSc1nnc(SCc2cccc3ccccc23)s1)Nc1ccc(C(=O)O)cc1	i	i	i	3	-0.1	i	i	i	i	12	i
COCCNC(=O)NC(=O)COC(=O)c1ccc2[nH]c3c(c2c1)CCCC3	i	i	i	-6	0.8	i	i	i	i	9	i
O=C(CCCCCN1C(=O)[C@@H]2Cc3ccccc3CN2C1=O)Nc1cccc(F)c1	i	-7.5*	i	6	0.0	i	i	i	i	-7	i
C=CCNC(=S)N1CCC(Cc2ccccc2)CC1	i	i	i	5	-0.5	i	i	i	i	9	i
CCOC(=O)/C(C#N)=C(\O)c1ccc(NC(=O)c2ccc([N+](=O)[O-])cc2)cc1	i	i	i	-1	0.2	i	i	i	i	8	i
O=C(NCc1cccnc1)/C(=C/c1ccc(-c2cccc(C(F)(F)F)c2)o1)NC(=O)c1ccccc1	i	i	i	-1	-0.7	i	i	i	i	-3	i
COC(=O)C(C(=O)NCC1CCCO1)C1CCCCCC1 (centres undefined)	i	i	i	?	-0.2	i	i	i	i	-2	i
CC(=O)Nc1ccc(NC2=C(Cl)C(=O)c3ccccc3C2=O)cc1	i	i	/	3	-2.2	i	i	i	/	28	/
CC(C)(C)C(=O)N1CCC(O)(CS(=O)(=O)c2ccc(Cl)c(Cl)c2)CC1	i	i	i	1	-0.7	i	i	i	i	-2	i
COc1cccc(NC(=O)CSc2nc3c(sc4ccccc43)c(=O)n2CCCN2CCCC2)c1	i	i	i	-31	0.5	i	i	i	i	9	i
Cc1cc(NC(=O)c2ccc(Br)c([N+](=O)[O-])c2)no1	i	i	i	8	0.7	i	i	i	i	-3	i
O=[N+]([O-])c1ccc(N2CCNCC2)cc1Sc1nc2ccccc2[nH]1	i	i	i	-97	-0.4	i	i	i	i	-3	i
COC(=O)Cc1c(C)nc2nc(-c3ccco3)[nH]n2c1=O	i	i	i	-2	-0.1	i	i	i	i	2	i
CCOc1ccc2nc(NS(=O)(=O)c3cccs3)sc2c1	i	i	i	-2	0.0	i	i	i	i	9	i
CCC(C)NC(=O)N[C@@H](Cc1ccccc1)C(=O)O (some centres undefined)	i	i	i	0	0.1	i	i	i	i	-2	i
COc1ccc(Cl)cc1Nc1nnc(-c2ccncc2)s1	i	i	i	/	1.2	i	i	i	i	4	i
O=C(CCC(=O)N1CCN(S(=O)(=O)c2ccccc2)CC1)NC1CCCc2ccccc21 (centres undefined)	i	i	i	0	-0.4	i	i	i	i	0	i
CC1=Nc2cc(C(=O)NCCCOC(C)C)ccc2Sc2ccc(C)cc21	i	i	i	3	-0.5	i	i	i	i	2	i
COC(=O)CN1C(=O)C2(C(C#N)=C(N)Oc3ccccc32)C2=C1CC(C)(C)CC2=O (centres undefined)	i	i	i	-2	-0.2	i	i	i	i	-5	i
Cc1nn(C)c(C)c1NC(=O)/C(C#N)=C\N(C)C	i	i	i	-3	-0.2	i	i	i	i	1	i
COc1cccc(/C=C/C(=O)Nc2ccccc2N2CCOCC2)c1	i	i	i	7	2.3	i	i	i	i	-4	i
N#Cc1ccc(COC(=O)CCc2c[nH]c3ccccc23)cc1	i	i	i	8	-0.4	i	i	i	i	8	i
CN(C)S(=O)(=O)c1cccc(-c2nn(-c3ccccc3)cc2/C=C(\C#N)c2nc3ccccc3[nH]2)c1	i	i	i	7	0.1	i	i	i	i	35	i
Cc1cccc(C)c1-n1c(C)nn(CC2CC2)c1=O	i	i	i	0	0.1	i	i	i	i	-3	i
CC1Cc2ccccc2N1C(=O)C1CCCN1S(=O)(=O)c1ccc(Cl)cc1 (centres undefined)	i	i	i	0	/	i	i	i	i	11	i
O=C(Nc1ccc2c(c1)OCCO2)c1ccoc1	i	i	i	25	2.1	i	i	i	i	0	i
CCN(CC)CCOC(=O)c1cccc(Cl)c1	i	i	i	1	0.1	i	i	i	i	-2	i

Brought forward from above: two compounds, then new ones.
SMILES	TRPC4 block	RGS4 act	MrgX1 agonist	Platelet DG rel	HIF activator	RGS4 block	TRPC6 inhibitor	TRPC6 act	MrgX1 allo act	SKKanGAS inh	MrgX1 antagonist
O=C(Nc1ccc2c(c1)OCCO2)c1ccoc1	i	i	i	25	2.1	i	i	i	i	0	i
CCN(CC)CCOC(=O)c1cccc(Cl)c1	i	i	i	1	0.1	i	i	i	i	-2	i
CC(C)Oc1ccc(C(=O)NC(C)(C)CO)cc1	i	i	i	-2	-9.7	i	i	i	i	1	i
CCOC(=O)c1c(NC(=O)c2ccccc2C(=O)O)sc2c1CCC2	i	i	i	3	2.4	i	i	i	i	-1	i
O=S1(=O)CCN(Cc2ccccc2C(F)(F)F)CC1	i	i	i	0	-0.4	i	i	i	i	11	i
Cc1ccc(Cl)cc1NC(=O)Cn1cc2c(n1)CCCC2	i	i	i	2	-0.1	i	i	i	i	5	i
C[C@H](NC(=O)C1(c2ccccc2)CCN(C(=O)OC(C)(C)C)CC1)C(=O)N[C@@H](C(=O)O)c1ccccc1	i	i	i	3	-0.2	i	i	i	i	2	i
c1ccc(CCn2nnnc2CN2CCc3ccccc32)cc1	i	i	i	-4	0.6	i	i	i	i	10	i
Cc1cc(OCC(=O)N2CCc3ccccc3C2)c2c(-c3ccccc3)cc(=O)oc2c1	i	i	i	-7	-2.4	i	i	i	i	18	i
CC(C)(C)OC(=O)N1CCC(CNC(=O)c2ccccc2)CC1	i	i	i	-5	-0.2	i	i	i	i	20	i
Cc1ccc(NC(=S)NCC2CCCO2)c(OC(F)F)c1 (centres undefined)	i	i	i	2	0.7	i	i	i	i	6	i
COc1cccc(CN=CC2=C(O)CC(C)(C)CC2=O)c1OC	i	i	i	-9	0.1	i	i	i	i	-4	i
O=C(CSc1nnc(-c2ccncc2)n1CC1CCCO1)NCc1ccccc1 (centres undefined)	i	i	i	-4	-0.4	i	i	i	i	-2	i
COCCN1C(=O)C(=O)/C(=C(/O)c2ccc(S(=O)(=O)N3CCCCC3)cc2)C1c1ccc(O)c(OC)c1 (centres undefined)	i	i	i	5	0.5	i	i	i	i	0	i
Cn1c(=O)n(C)c2cc(S(=O)(=O)NCCc3ccccc3)ccc21	i	i	i	4	0.3	i	i	i	i	1	i
O=C(CNC(=S)N(CCCN1CCOCC1)Cc1cccs1)N1CCCCCC1	i	i	i	/	/	i	i	i	i	/	i
CCCCn1c(N)c(N(CC(C)C)C(=O)c2oc3ccc(OC)cc3c2C)c(=O)[nH]c1=O	i	i	i	25	1.3	i	i	i	i	15	i
Cc1cc(C(=O)Nc2ccccn2)no1	i	i	i	2	1.7	i	i	i	i	-3	i
O=C(Nc1ccc(S(=O)(=O)Nc2nccs2)cc1)c1cc(-c2ccccc2)nc2ccccc12	i	i	i	9	0.3	i	i	i	i	42	i
Cn1c(=O)[nH]c(=O)c2c1nc(Br)n2CCCCSc1nc2ccccc2o1	i	i	i	14	-0.4	i	i	i	i	/	i
CC(=O)c1cc2c(ccc3ccccc32)oc1=O	i	i	i	0	0.4	i	i	i	i	-9	i
O=S(=O)(Cc1ccccc1)NCC1CCCN(Cc2ccc(F)c(F)c2)C1 (centres undefined)	i	i	i	4	-0.3	i	i	i	i	5	i
COc1ccccc1NC(=O)C1=C(C)NC(=O)NC1c1ccccc1[N+](=O)[O-] (centres undefined)	i	i	i	-45	1.1	i	i	i	i	5	i
Cc1cc(S(=O)(=O)N(Cc2ccccc2F)C2CC2)ccc1-n1cnnn1	i	i	i	0	-0.2	i	i	i	i	-2	i
CC(=O)CC1(O)C(=O)N(Cc2ccccc2)c2ccccc21 (centres undefined)	i	i	i	-3	0.4	i	i	i	i	-18	i
